Source: PubChem
Granule exo inh = lytic granule exocytosis inhibition; TALL-104 LAMP-1 surface exposure, flow cytometry; cells stimulated with thapsigargin and PMA; inhibition, % at 10 µM; actives 0.66% (n = 360,000); AID 651702;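 active means inhibition above about 55%, limit read from the data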
ABCB6 inh MLPCN = inhibitors of human ABC transporter ABCB6; Q9NP58; K562-ABCB6 porphyrin accumulation, flow cytometry, 1 h; stronger effect = lower value; fluorescence ratio to DMSO, % at 10 µM; actives 0.19% (n = 360,000); AID 602162;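 active means fluorescence ratio to DMSO below 75%, the collection mean minus 3 SD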;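 further: signal is porphyrin accumulated inside mitochondria; 100% equals median channel fluorescence of DMSO control wells; lower ratio means ABCB6 inhibition with less porphyrin fluorescence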
TLR9-MyD88 block = blocks human TLR9 binding to MyD88. CHO BLA complementation TLR9-MyD88, CCF4 FRET ratio. inhibition, % at 4.98 µM. actives 0.21% (n = 340,000);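 active means inhibition above the mean over all tested compounds plus 3 SD, cut at about 21% in these data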;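 further: 0% = DMSO only wells and 100% = clavulanate BLA inhibitor control wells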
NOD2-RIPK2 inh = NOD2-RIPK2 protein interaction inhibition. O43353. CHO BLA complementation NOD2-RIPK2, CCF4 ratio. inhibition, % at 4.98 µM. actives 0.38% (n = 360,000); in the data active means inhibition above about 21%;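 further: 0% = vehicle only and 100% = reference blocker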
MC4R ag barr = human MC4R agonism via beta-arrestin | U2OS MC4R beta-arrestin complementation, luminescence; percent of melanotan II response, DMSO zero | activation, % at 8.9 µM | actives 0.98% (n = 360,000);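 active means activation above a per-plate cutoff, the mean activation of sample wells on that plate plus 3 SD, cut at about 8% in these data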
aDG glyco up = increases alpha dystroglycan glycosylation. actives 0.22% (n = 360,000). Pro5-aDG cells, alpha-DG glycosylation AlphaScreen (IIH6); 0% Pro5, 100% B10-LARGE cell signal. activation, % at 10 µM. AID 624168;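 active means activation of at least 8% versus controls, or a plate z-score of at least 8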;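 further: Pro5 are CHO cells carrying HIG-tagged alpha-DG that lacks glycosylation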
N-glyco inh = N-linked glycosylation inhibition. reporter increase, % at 12.5 µM. AID 588692. D54 ERlucT glycosylation luciferase reporter, 24 h; percent of 100 nM tunicamycin response. actives 0.23% (n = 360,000);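 active means mean luciferase reporter signal, scaled so untreated is 0 and the glycosylation-blocking control 100, at or above a set limit in every replicate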;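 further: luciferase carries N-glycosylation sites so blocking glycosylation raises the light; 0% = median of neutral control wells and 100% = median of 100 nM tunicamycin wells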
ABHD5 PLIN5 PPI = ABHD5-PLIN5 protein interaction inhibition; Q00G26+Q8WTS1; Split G. princeps luciferase complementation, luminescence, 4 h; inhibition, % at 4 µM; actives 0.78% (n = 360,000); AID 602281;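 active means inhibition above the mean inhibition across every tested compound plus 3 SD, cut at about 22% in these data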;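 further: 0% = DMSO only wells and the 100% control is not disclosed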
Target sequence (Q00G26 whole entry, looked up): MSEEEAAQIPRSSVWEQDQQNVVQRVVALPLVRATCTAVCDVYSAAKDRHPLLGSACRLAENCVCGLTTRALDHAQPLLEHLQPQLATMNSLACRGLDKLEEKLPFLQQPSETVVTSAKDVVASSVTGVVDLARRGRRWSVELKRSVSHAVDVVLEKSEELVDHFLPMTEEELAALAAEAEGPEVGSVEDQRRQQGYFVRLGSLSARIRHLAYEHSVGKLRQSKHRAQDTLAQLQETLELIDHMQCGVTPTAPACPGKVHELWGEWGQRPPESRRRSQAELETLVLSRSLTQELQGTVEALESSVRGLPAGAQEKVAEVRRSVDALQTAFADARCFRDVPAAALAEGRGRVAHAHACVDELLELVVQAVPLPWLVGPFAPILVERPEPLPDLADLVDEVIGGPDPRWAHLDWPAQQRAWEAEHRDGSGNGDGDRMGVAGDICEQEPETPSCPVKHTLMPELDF
Target sequence (Q8WTS1 whole entry, looked up): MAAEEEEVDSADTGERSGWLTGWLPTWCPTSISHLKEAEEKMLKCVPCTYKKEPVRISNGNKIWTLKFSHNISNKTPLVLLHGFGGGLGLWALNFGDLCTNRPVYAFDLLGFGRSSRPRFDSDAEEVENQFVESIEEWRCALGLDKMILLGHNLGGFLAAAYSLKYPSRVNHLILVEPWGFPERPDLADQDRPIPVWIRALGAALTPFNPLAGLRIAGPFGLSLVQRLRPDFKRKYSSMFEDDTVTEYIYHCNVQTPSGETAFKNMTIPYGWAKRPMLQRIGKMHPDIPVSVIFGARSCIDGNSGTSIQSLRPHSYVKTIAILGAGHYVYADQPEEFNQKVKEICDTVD
MC4R antagonist = blocks human MC4R cAMP signaling | P32245 | MC4R-expressing cells, MTII-stimulated cAMP, LANCE TR-FRET | inhibition, % at 6.5 µM | actives 0.48% (n = 360,000);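 active means inhibition above its plate's cutoff, the mean of tested wells on that plate plus 3 SD, cut at about 29% in these data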;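 further: 0% = Melanotan II alone and 100% = Melanotan II plus saturating MCL0020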
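Material – human MC4R-expressing U2OS cells · Repeats – no replicates · Detection – TR-FRET with Eu-cAMP and labeled anti-cAMP, 671 nm · Times – compound 30 min, challenge 1 h, detection 1 h · Compound – single nominal compound dose of 6.5 µM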
Vif imaging = HIV Vif inhibition; HEK293T cells, Vif self-association by quenched fluorescence, imaging, 24 h; inhibition, % at 7.49 µM; actives 0.35% (n = 340,000); in the data active means inhibition above about 50%, passing the limit was not always enough; further: some results filed as inactive read as strong as hits
* marks the source's active call; other numbers are inactive results; nt = not tested or not shown. These rows are one share of the data; count on the stated rates, not on these rows.

SMILES	Granule exo inh	ABCB6 inh MLPCN	TLR9-MyD88 block	NOD2-RIPK2 inh	MC4R ag barr	aDG glyco up	N-glyco inh	ABHD5 PLIN5 PPI	MC4R antagonist	Vif imaging
Cc1c(Cl)cccc1NC(=O)COC(=O)c1ccc(CN2CCCC2=O)cc1	1	94	3	1	1.6	0.1	0	3	6	13
CCc1c(C)nc(SC(C(=O)O)c2ccccc2)c(C#N)c1C (configuration not stated)	0	96	-1	3	0.0	-0.2	2	1	7	3
CCC1(C)OC(=O)N2CCc3c(C)[nH]c4c(C)ccc(c34)C21C (configuration not stated)	0	98	6	-3	-1.2	-0.2	-1	-4	-2	-2
COCc1cc(C)n(CC(=O)OC)c(=O)c1C#N	-8	104	6	-4	-2.2	-0.3	0	-3	4	14
CCN(CC)S(=O)(=O)c1ccc(C(=O)NCCc2ccccn2)cc1	1	98	6	-14	1.0	0.0	-1	2	11	-8
Cc1ccc(O)c(C(=O)c2cnc3c(c2)CN(CCC(C)C)C(=O)N3)c1	0	95	7	0	2.2	0.0	-1	-1	-1	22
CN(C(=O)c1cccc(S(=O)(=O)N2CCCC2)c1)C1CCCCC1	2	92	-6	-5	-2.3	0.0	-1	-5	1	-13
C#CCOc1nc(OCC#C)nc(OCC#C)n1	-3	102	-7	2	0.8	-0.1	1	12	10	4
COc1ccc(NC(=O)N(C)C[C@H]2Oc3c(NC(=O)Nc4ccccc4)cccc3C(=O)N([C@H](C)CO)C[C@@H]2C)cc1	-2	97	-11	-2	0.4	-0.2	2	-1	1	-5
CCOc1ccc(C(=O)O/N=C(\N)c2ccccn2)cc1	-7	90	-1	-1	-0.3	0.0	-22	4	12	1
CCc1nn(-c2cc(Oc3ccccc3)nc(-c3ccccc3)n2)c(N)c1C#N	-4	107	-3	-2	-1.5	-0.3	2	1	1	13
COCCOC(=O)C1=C(C)NC(=O)NC1c1cccs1 (configuration not stated)	-8	103	-5	-12	0.6	0.0	1	-3	4	-37
Cc1cc(OCC(=O)NC(C)C)ccc1Cl	-1	98	2	-18	-1.7	0.9	2	3	3	-6
CCCN1CCOC(CC(=O)Nc2ccc([N+](=O)[O-])cc2)C1=O (configuration not stated)	1	100	3	-5	-2.6	-0.5	1	5	8	13
Cn1c(=O)c([N+](=O)[O-])c(NCC2CCCO2)c2ccccc21 (configuration not stated)	-6	100	7	-2	0.6	0.0	2	5	-1	2
Cc1cccc(C(=O)OCC(=O)N2CCCCCC2)c1	-2	105	-4	-4	-1.0	-0.2	-1	-3	6	5
O=C(O)c1ccc2c(c1)CC(c1ccccc1)OC2=O (configuration not stated)	1	87	-4	-5	-1.3	-0.2	-1	2	-3	2
CCOC(=O)c1c(-c2ccc(F)cc2)csc1NC(=O)C1CC=CCC1C(=O)O (configuration not stated)	-2	102	4	0	1.8	-0.7	1	-6	10	6
COc1ccc(OCC(=O)Nc2ccc(NC(=O)c3cccs3)c(OC)c2)cc1	1	103	10	-5	-0.4	-0.2	2	-3	-6	-1
CC(C)C(O)(C#CCN1CCCCCC1)c1ccccc1 (configuration not stated)	-4	98	-7	-3	0.5	-0.1	0	6	4	11

Some of these compounds in order of SMILES length, ascending.
SMILES	Granule exo inh	ABCB6 inh MLPCN	TLR9-MyD88 block	NOD2-RIPK2 inh	MC4R ag barr	aDG glyco up	N-glyco inh	ABHD5 PLIN5 PPI	MC4R antagonist	Vif imaging
C#CCOc1nc(OCC#C)nc(OCC#C)n1	-3	102	-7	2	0.8	-0.1	1	12	10	4
Cc1cccc(C(=O)OCC(=O)N2CCCCCC2)c1	-2	105	-4	-4	-1.0	-0.2	-1	-3	6	5
CCc1nn(-c2cc(Oc3ccccc3)nc(-c3ccccc3)n2)c(N)c1C#N	-4	107	-3	-2	-1.5	-0.3	2	1	1	13

Next section.
SMILES	Granule exo inh	ABCB6 inh MLPCN	TLR9-MyD88 block	NOD2-RIPK2 inh	MC4R ag barr	aDG glyco up	N-glyco inh	ABHD5 PLIN5 PPI	MC4R antagonist	Vif imaging
O=C(Nc1ccc(N=Nc2ccccc2)cc1)c1ccc(Cl)cc1Cl	-2	98	5	-8	0.1	-0.1	0	2	-17	3
CCN(CCCNC(=O)C1CCN(S(=O)(=O)c2cccc3nonc23)CC1)Cc1ccccc1	4	103	1	12	-2.1	8.3*	3	0	1	-7
CCCOc1ccc(C(=O)NNC(=S)NC(=O)CC)cc1	-4	97	-3	-8	-4.6	1.9	-2	6	1	32
COc1ccc(CN2C(=O)CC(Cc3ccc(C)cc3)C2=O)cc1OC (configuration not stated)	2	97	2	3	-0.3	0.1	2	2	5	-1
CCCSc1cc(N2CCN(C)CC2)nc(-c2ccc(OC)cc2)n1	0	102	6	7	0.2	2.9	-2	18	3	1
O=C(COC(=O)c1c(F)cccc1F)Nc1ccc2c(c1)OCO2	-7	99	-9	-20	-4.8	-0.2	0	7	0	12
CC1=C(C(=O)N(C(C)C)C(C)C)CC(CC(=O)NC2CC2)C(=O)N1Cc1ccccc1 (configuration not stated)	0	97	nt	-17	nt	0.1	-1	3	nt	nt
O=C(c1ccccc1)C(c1ccccc1)c1ccccc1	-5	100	-5	-4	6.8	0.0	-1	-5	8	-7
Cc1ccc(/C=N/Nc2nc(C)cc(C)n2)cc1	-7	102	-3	-10	-2.8	-0.1	2	2	-10	32
CC(=C/c1ccccc1)/C=N/NC(=O)CSc1nc(C)cc(C)n1	-4	84	3	4	-1.2	1.3	-1	-7	-4	2
Cc1c(NC(=O)Nc2cccs2)cccc1[N+](=O)[O-]	18	102	-4	-12	-1.5	0.6	2	-5	3	4
Cc1ccc(NC(=O)NNC(=O)C2CCN(Cc3ccc(F)cc3Cl)CC2)cc1	5	107	-4	-7	2.5	0.1	-1	9	-5	nt
CC1CCN(c2cc(N3CCC(C)CC3)c([N+](=O)[O-])cc2/C=C(\C#N)c2nn(-c3ccccc3)c(N)c2C#N)CC1	-3	110	8	-3	-3.0	-0.7	-3	-6	5	8
CC(C)CCN(C)C1CCN(S(=O)(=O)c2cccc(C(F)(F)F)c2)CC1	-6	87	-2	1	-1.3	-0.1	-2	0	1	21
Cc1cccc(C)c1N1C(=O)c2ccccc2NC(=O)C1C(=O)NCCOc1ccccc1 (configuration not stated)	-6	nt	nt	-1	nt	-0.1	nt	-9	nt	nt
Cc1cccc(C(=O)NNS(=O)(=O)c2ccccc2[N+](=O)[O-])c1	-1	97	2	-4	1.0	-0.1	1	6	3	32
COc1ccc(N=NC2=C(O)CC(C)(C)CC2=O)cc1	-1	149	-1	10	2.2	0.2	0	6	-15	9
c1cnc(Nc2nc(-c3ccc4ccccc4c3)cs2)nc1	-7	91	-1	-4	-1.2	-0.2	-5	-2	3	-5
Cc1nc(NC(=O)CSC2=NCCS2)sc1C(=O)N(C)C	0	96	3	9	0.0	0.2	8	1	5	-4
O=C1C2CCCCN2C(=O)N1CCN1CCN(c2ccc([N+](=O)[O-])cc2)CC1 (configuration not stated)	4	103	-6	-1	-2.6	0.0	0	2	3	-11
O=c1[nH]c2ccccc2cc1CN(CC1CCCO1)S(=O)(=O)c1ccc(Cl)cc1 (configuration not stated)	-5	89	-6	6	3.3	0.0	-4	-1	3	6
Cc1cc2cc3c(N)[nH]nc3nc2cc1C	-3	99	-5	-1	-0.8	-0.1	2	-1	-9	6
CCOC(=O)Cc1csc(NC(=O)c2cnc3sc(C)cn3c2=O)n1	5	97	-6	-7	1.3	0.0	1	3	-4	-9
Cc1cc(C)c2c(CN3CCCCC3)cc(=O)oc2c1	-15	96	-1	-12	1.1	-0.1	-3	5	10	4
CC1(C(=O)Nc2ccc3ccccc3c2)CCC(=O)N1C1CC1 (configuration not stated)	12	91	nt	0	nt	-0.1	0	1	nt	nt
O=C(CCSc1ccccc1)NC(=O)COC(=O)C1CCCCC1	-1	97	10	2	7.0	0.6	-1	1	0	0
COc1ccc(Cl)cc1NC(=O)CN1CCc2ccccc21	4	107	4	-1	1.4	-0.3	-2	-1	5	-6
COc1ccc(C(=O)COC(=O)CN2C(=O)C3C4C=CC(C5CC45)C3C2=O)cc1 (configuration not stated)	7	96	-1	-11	0.3	-0.1	1	-6	4	10
CN1CCN(CC(=O)Nc2nnc(-c3cccs3)s2)CC1	-3	92	4	-10	1.8	-0.1	-1	6	-6	8
COc1cccc(-n2c(Cc3cc(=O)[nH]c(=O)[nH]3)nnc2SCC(=O)NC2CCCCC2)c1	2	103	-3	-3	0.8	-0.1	0	4	7	1
Cc1ccc(CSc2ccc3nnc(-c4cccnc4)n3n2)cc1	16	100	-8	6	0.8	-0.1	18	1	-17	-11
CC1(C)CC(=O)C=C(NCC2CCCO2)C1 (configuration not stated)	0	99	0	-16	-0.3	0.0	3	12	1	20
Cc1ccc(S(=O)(=O)N2CCN(C(=O)/C=C/c3ccccc3)CC2)cc1C	19	96	4	2	-1.9	0.2	-1	2	11	0
COc1ccc(N/C=C2/Sc3ccccc3NC2=O)cc1	-8	90	-3	-1	1.3	0.1	-1	-6	-3	-6
O=C1CC(C(=O)N2CCN(c3ccc(F)cc3)CC2)CN1CCc1ccccc1 (configuration not stated)	4	93	-7	5	0.5	0.2	-1	6	12	-1
CCN(CC)S(=O)(=O)c1cccc(C(=O)NC(C(=O)NNC(=O)c2ccccc2F)C(C)C)c1 (configuration not stated)	-2	100	-7	1	0.0	-0.1	3	-1	-3	-1
COc1ccc(Br)cc1CN1CCN(S(=O)(=O)Cc2ccccc2)CC1	-3	98	-2	-9	4.6	0.0	-2	1	-1	-11
O=C(Nc1nc(-c2ccc3c(c2)OCO3)cs1)c1ccncc1	-2	92	0	-5	0.8	0.6	3	-5	9	-15
C#CCn1cc(/C=N/Nc2nc3ccccc3[nH]2)c2ccccc21	20	97	9	11	1.4	1.4	21	5	-1	nt
COc1ccc(-n2nnnc2SCC(=O)Nc2cccc(O)c2)cc1	-2	100	1	-16	-0.5	0.0	1	0	0	-2
O=C1c2ccccc2C(=O)N1n1cccc1	-4	101	-3	11	-2.1	0.0	3	2	-2	-5
O=C(NNC(=O)c1cc(-c2ccc(Cl)c(Cl)c2)nc2ccccc12)Nc1ccccc1	0	92	5	-8	1.7	1.6	2	-8	4	-4
COc1ccc(N/C=C(\C#N)S(=O)(=O)c2ccc(Cl)cc2)c(OC)c1	-6	102	4	-7	-1.2	0.1	-3	-2	1	-15
CCOCCCNC(=S)N1C2CCC1CC(NC(=O)NC13CC4CC(CC(C4)C1)C3)C2 (configuration not stated)	-2	94	-8	-10	0.1	-0.5	-5	-7	-7	0
Cc1[nH]c(SCC(=O)c2c(N)n(C)c(=O)n(C)c2=O)nc1Cc1ccccc1	10	101	3	2	-0.8	-0.2	1	-4	11	10
Cc1csc2nc(O)c(C(=O)NCCCc3ccccc3)c(=O)n12	-1	100	0	-10	2.2	1.4	-2	0	4	4
CCOC(=O)Cc1cc(-c2ccccc2)nc2ccc3ccccc3c12	-2	95	-13	9	0.7	0.4	1	3	23	-1
CCCCCCCNC(=O)C1(CC2CC(c3cccc(Br)c3)=NO2)CCN(C(=O)Cc2ccc(F)cc2)CC1 (configuration not stated)	-3	96	-16	4	2.5	0.9	-5	-4	3	-4
